VCAM1 TNFa inh: reduces TNF alpha induced VCAM1 expression in HUVEC | HUVEC TNFa-induced VCAM-1 immunofluorescence, high-content imaging | inhibition, % at 2 µM | AID 802 | hit rate 0.48% among 95,000;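 active = inhibition above the batch mean plus 3 SD, with images confirmed as a hit by eye, cut at about 37% in these data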;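 note: 0% = TNF-stimulated DMSO wells and 100% = unstimulated control wells; not every result past the cut was called active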
DAT uptake mod: changed human dopamine transporter uptake under cocaine IC80. LLC-PK1 hDAT cells, [14C]-dopamine uptake with cocaine IC80; actives deviate in either direction. B-score at 10 µM. hit rate 1.3% among 110,000;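 active = Z score or B-score, a plate-position-corrected score, falls beyond the plate's 99.7% confidence bounds, in either direction; inactive = both scores lie inside the 99.7% bounds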;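 note: scored against the spread of the other compound wells on the same plate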
Target sequence (Q01959 whole entry, looked up): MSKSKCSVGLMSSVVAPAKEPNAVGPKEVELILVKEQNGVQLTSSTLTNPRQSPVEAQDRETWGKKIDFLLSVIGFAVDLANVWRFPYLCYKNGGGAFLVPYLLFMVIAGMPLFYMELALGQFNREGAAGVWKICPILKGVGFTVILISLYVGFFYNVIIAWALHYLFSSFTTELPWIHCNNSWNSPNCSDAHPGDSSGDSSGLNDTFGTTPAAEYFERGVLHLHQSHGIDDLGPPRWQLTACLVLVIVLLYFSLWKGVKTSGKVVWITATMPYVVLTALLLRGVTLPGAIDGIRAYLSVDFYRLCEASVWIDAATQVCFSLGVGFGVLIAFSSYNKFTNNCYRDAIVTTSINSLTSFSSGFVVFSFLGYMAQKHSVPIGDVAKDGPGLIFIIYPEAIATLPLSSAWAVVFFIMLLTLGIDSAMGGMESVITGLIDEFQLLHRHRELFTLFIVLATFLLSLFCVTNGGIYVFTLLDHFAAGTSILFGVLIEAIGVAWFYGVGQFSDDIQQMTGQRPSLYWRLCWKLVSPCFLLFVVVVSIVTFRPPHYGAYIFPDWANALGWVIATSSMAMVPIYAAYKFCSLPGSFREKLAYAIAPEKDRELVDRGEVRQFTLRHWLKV
CYP2C19 activ: cytochrome P450 2C19 (human) activation | P33261 | recombinant CYP2C19, luciferin-H EGE luminescence; hits give high values; 0 = fully inhibited enzyme, 1 = untreated enzyme | activation factor at 5 µM | 96,000 tested, under 10 active;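 active = activation factor of at least 2 at 5 µM in the primary screen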;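 note: 0 = wells with 2.5 mM tranylcypromine and 1 = vehicle-only wells; values of inactives mirror those of a sister screen read the other way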
Target sequence (P33261 whole entry, looked up): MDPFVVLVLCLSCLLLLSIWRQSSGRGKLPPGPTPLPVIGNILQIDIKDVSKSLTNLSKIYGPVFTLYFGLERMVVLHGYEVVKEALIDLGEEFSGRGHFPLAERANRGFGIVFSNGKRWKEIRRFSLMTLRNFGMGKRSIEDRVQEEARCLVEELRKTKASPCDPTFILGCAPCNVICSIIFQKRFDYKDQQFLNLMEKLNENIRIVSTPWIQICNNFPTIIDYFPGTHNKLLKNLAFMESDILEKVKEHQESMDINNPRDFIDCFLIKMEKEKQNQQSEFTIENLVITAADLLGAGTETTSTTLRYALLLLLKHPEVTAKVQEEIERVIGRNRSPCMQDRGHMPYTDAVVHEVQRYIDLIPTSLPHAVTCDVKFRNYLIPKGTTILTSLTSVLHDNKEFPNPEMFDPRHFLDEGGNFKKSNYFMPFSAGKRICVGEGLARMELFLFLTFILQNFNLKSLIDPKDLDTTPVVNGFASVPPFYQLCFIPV
CYP2C19 inh: human CYP2C19 inhibition | hit rate 21% among 96,000 | P33261 | inhibition, % at 5 µM | CYP2C19 Supersomes, luciferin-H EGE luminescence, 30 min;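 active = CYP2C19 inhibition above a set limit at 5 µM in the primary screen, cut at about 50% in these data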;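 note: plate controls were negative control wells for no effect and 2.5 mM tranylcypromine positive control for full effect; values of inactives mirror those of a sister screen read the other way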
CYP2C9 inh: inhibitors of human CYP2C9; P11712; CYP2C9 Supersomes, luciferin-H conversion, luminescence; inhibition, % at 5 µM; hit rate 20% among 96,000;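 active = blocking of liver enzyme CYP2C9 beyond about 50% at 5 µM, limit read from the data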; note: values of inactives mirror those of a sister screen read the other way
Candida biofilm: kills Candida albicans biofilms | C. albicans biofilm + clotrimazole, Alamar Blue | inhibition, % at 6 µM | hit rate 0.14% among 85,000;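 active = inhibition above 20%; inactive = inhibition below 20%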;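 note: preformed 24 hr biofilms exposed to compound for 48 hr; 0% = biofilm without compound and 100% = blank killed by clotrimazole plus chlorhexidine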
TNFa cytotox: HUVEC cytotoxicity counter-screen, TNF alpha stimulated; HUVEC TNFalpha-stimulated, Hoechst cell count, imaging; cell count reduction, % at 2 µM; hit rate 0.17% among 93,000; AID 848;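 active = cell count reduction exceeding the screen mean by over 5 SD, scaled to untreated wells per plate, cut at about 78% in these data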;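 note: cells counted after 24 h of TNF alpha exposure following the 1 h pretreatment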
CYP2C9 activ: increases human cytochrome P450 2C9 activity. hit rate 1.4% among 96,000. P11712. recombinant CYP2C9, luciferin-H conversion, luminescence; hits give high values; factor 1 = untreated enzyme, 0 = blocked. activation factor at 5 µM. AID 1024;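 active = activation factor of 2 or more for CYP2C9 at a 5 µM dose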;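 note: 0 = sulfaphenazole-blocked wells and 1 = vehicle-only wells; values of inactives mirror those of a sister screen read the other way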
HUVEC tox IL1B: HUVEC cytotoxicity counter-screen, IL-1B stimulated; cell count reduction, % at 2 µM; hit rate 0.41% among 94,000; HUVEC cell count loss, Hoechst imaging; AID 845;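 active = cell count reduction more than 3 SD above the screen-wide mean, cut at about 70% in these data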;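 note: normalized per plate to untreated control cells as the no-loss baseline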
Active calls of the source: *; nt = no result given.

SMILES | VCAM1 TNFa inh | DAT uptake mod | CYP2C19 activ | CYP2C19 inh | CYP2C9 inh | Candida biofilm | TNFa cytotox | CYP2C9 activ | HUVEC tox IL1B
CCN(CC(=O)NCc1cccs1)S(=O)(=O)c1cccc(C(C)=O)c1 | -9 | -7.5* | 0.7 | 30 | -14 | 6 | 26 | 1.1 | 0
COc1ccc(NC(=O)CSc2nnc(-c3ccccc3C)n2C)cc1 | -21 | 1.7 | 0.8 | 19 | 20 | 7 | -8 | 0.8 | -66
Cn1c(SCC(=O)c2ccccc2)nnc1C1CC1 | -6 | -0.074 | 0.5 | 50* | 0 | 5 | 12 | 1 | -39
O=C(c1ccc(F)cc1)N1CCN(c2ncccn2)CC1 | -26 | -0.52 | 0.5 | 53* | 3 | 9 | nt | 1 | -11
Cc1cc(C)nc(N2CCCC(C(=O)Nc3nc4ccc(S(C)(=O)=O)cc4s3)C2)n1 (stereo unspecified) | -19 | 2.3 | 0.1 | 87* | 83* | 3 | -32 | 0.2 | -35
Cc1cc(C)nc(Nc2ccccc2Br)n1 | 0 | nt | 0.8 | 20 | 9 | 10 | 2 | 0.9 | -21
CC(C)C(NS(=O)(=O)c1cccs1)C(=O)N(C)Cc1ccccc1 (stereo unspecified) | 4 | 0.077 | 0 | 96* | 96* | 5 | 14 | 0 | nt
Cc1cc(C(=O)CSc2nnc(-c3ccco3)o2)c(C)n1Cc1ccco1 | 1 | 0.42 | 0.6 | 41 | 40 | 1 | -16 | 0.6 | -11
CC(C(=O)NCc1ccccc1)N(CCN1CCOCC1)C(=O)c1snc(C(N)=O)c1N (stereo unspecified) | 3 | nt | 0.9 | 8 | -11 | 4 | -10 | 1.1 | -11
O=C(c1ccc(S(=O)(=O)N2CCCCC2)cc1)N1CCCc2ccccc21 | -10 | 0.83 | 0.7 | 27 | 76* | 4 | -8 | 0.2 | -11
CCN(CC)CCCNC(=O)Cn1ncn2cccc2c1=O | 2 | -0.83 | 1 | 4 | 35 | 5 | -18 | 0.6 | -9
COC(=O)c1nn(-c2ccccc2)c(Sc2ccc(Cl)cc2)c1/C=N/O | 5 | -2 | 0.6 | 37 | 55* | nt | -29 | 0.5 | -55
Cc1ccc(S(=O)(=O)Nc2ccccc2C(N)=O)cc1 | 15 | -1.5 | 0.8 | 23 | -109 | 0 | -11 | 2.1* | 32
CC(C)Cn1c(N)c(C(=O)COC(=O)c2ccncc2)c(=O)n(C)c1=O | -1 | -0.13 | 0.6 | 42 | 53* | 7 | -25 | 0.5 | 12
CCCSc1nc2c(c(=O)[nH]c(=O)n2C)n1C | 4 | 0.019 | 1.1 | -8 | -7 | 7 | -16 | 1.1 | 8
Cc1oc2nc(SCC(=O)NC3CCCCC3)nc(N)c2c1C | 10 | 0.46 | nt | nt | nt | 1 | 4 | nt | 0
CCOc1ccccc1N(C(=O)c1snc(C(N)=O)c1N)C(C(=O)NCCC(C)C)c1ccco1 (stereo unspecified) | -10 | 1.7 | 0.6 | 40 | 50* | 8 | -31 | 0.5 | -22
O=C(NCc1ccco1)c1cc(-c2ccccn2)nc2ccccc12 | nt | 1.1 | 1.1 | -6 | 27 | 2 | nt | 0.7 | nt
Cc1sc2ncn3ncnc3c2c1C | -43 | nt | 0.9 | 7 | 8 | 5 | nt | 0.9 | 4
Cc1sc2nc(C(C)C)nc(SCC(=O)NCc3ccco3)c2c1C | -4 | 0.032 | 0.2 | 78* | 82* | 8 | -7 | 0.2 | 4
Cn1c(C(=O)N2CCCC(C(=O)NCCN3CCOCC3)C2)cc2sccc21 (stereo unspecified) | 13 | 0.46 | 1.1 | -15 | -8 | -2 | -26 | 1.1 | 0
COc1ccc(C2C(C(=O)N3CCN(c4ccc(OC)cc4)CC3)c3ccccc3C(=O)N2C)cc1 (stereo unspecified) | 14 | -0.24 | 1 | 3 | 2 | 6 | 14 | 1 | -5
CSC1=NCCN1C(=O)c1ccc(Br)o1 | 0 | -0.75 | 0.9 | 9 | 2 | 0 | -37 | 1 | 2
COc1cccc(-n2ccnc2SCC(=O)Nc2cc(OC)ccc2OC)c1 | 14 | 1.5* | 0.1 | 89* | -20 | 7 | 6 | 1.2 | 20
CCOc1ccccc1CNCCN1CCOCC1 | -1 | -0.34 | 1.1 | -7 | 11 | 9 | -12 | 0.9 | -25
COc1cccc(CNCCNC(=O)c2ccco2)c1OC | -10 | -2.3 | 1 | 1 | 3 | nt | 1 | 1 | -26
Cc1cc(Cl)c(S(=O)(=O)NCc2cccnc2)cc1OCC(=O)NC1CCCCC1 | -16 | -0.063 | 0.6 | 44 | 58* | 6 | -15 | 0.4 | 6
Cc1noc(C)c1COC(=O)C1COc2ccccc2O1 (stereo unspecified) | 12 | -1.4 | 0.9 | 14 | 12 | 4 | -38 | 0.9 | -27
COC(=O)c1ccccc1NC(=O)CN(C1CCCCC1)S(C)(=O)=O | -6 | -0.63 | 0.6 | 40 | 42 | 0 | -12 | 0.6 | 2
O=C(c1ccccc1F)N(Cc1ccccc1)C1CCS(=O)(=O)C1 (stereo unspecified) | -17 | 0.95 | 0.7 | 32 | 8 | 1 | 17 | 0.9 | -28
O=C(Nc1cc(C(F)(F)F)ccc1N1CCOCC1)c1c(F)c(F)c(F)c(F)c1F | 16 | -0.62 | 1 | 2 | -1 | 0 | -4 | 1 | 19
Nc1c(-c2ccccc2)n[nH]c1-c1ccccc1 | -5 | 1.1 | 0.3 | 75* | 40 | -3 | -8 | 0.6 | 2
ON1C2CCCCC2N(O)C1c1c(F)c(F)c(F)c(F)c1F (stereo unspecified) | 11 | -0.76 | 0.9 | 13 | -4 | 6 | 1 | 1 | -1
CCOC(=O)CSc1nc(C(C)C)nc2ccccc12 | -1 | 0.28 | 0.7 | 28 | 25 | -2 | -6 | 0.8 | 4
COc1ccc(OCC(=O)NCCc2ccc(S(N)(=O)=O)cc2)cc1 | -25 | -1.5 | 0.8 | 19 | 42 | nt | 6 | 0.6 | -10
CC1(C)CC(=O)c2c(nc(SCC(=O)Nc3nsc(-c4ccccc4)n3)c(C#N)c2-c2ccccc2)C1 | -2 | -0.2 | 0.5 | 54* | 85* | nt | -16 | 0.2 | -18
CCOC(=O)c1cc(-c2ccccc2)sc1NC(=O)C(C)Sc1nnnn1C (stereo unspecified) | -6 | 1.7 | 0.8 | 16 | 47 | 4 | -15 | 0.5 | -18
O=C(Cn1ccc2ccccc2c1=O)NCCC(=O)Nc1ccc2c(c1)OCCO2 | -11 | -0.075 | 0.9 | 10 | 40 | -1 | -3 | 0.6 | -29
CCn1cc([N+](=O)[O-])c(C(=O)N2N=C(c3cccc4ccccc34)CC2c2ccccc2O)n1 (stereo unspecified) | 25 | -0.17 | nt | nt | nt | 3 | 21 | nt | -73
COc1cc(/C=N/O)cc(Br)c1OCc1cccc(Cl)c1 | 14 | -0.23 | 1 | 4 | -40 | nt | 20 | 1.4 | -29
COc1ccc(/C=C(\C#N)C(=O)N2CCOCC2)cc1Br | 5 | nt | 0.9 | 13 | -48 | nt | -7 | 1.5 | 10
Oc1c(Cl)cc(Cl)cc1C=Nc1ccc(Br)cc1 | -7 | 1.4 | 0.9 | 9 | 12 | nt | 7 | 0.9 | -15
Cc1c(C(=O)Nc2nccs2)sc2nc(-c3cccs3)cc(C(F)(F)F)c12 | 12 | 0.094 | 0.9 | 13 | 38 | 8 | 15 | 0.6 | -8
Cc1ccc(-c2csc(NC(=O)c3ccno3)n2)cc1 | -2 | 1.1 | 0.6 | 38 | 70* | 4 | -4 | 0.3 | 7
O=C(Cn1c(-c2ccccn2)nc2ccccc21)NCCN1CCOCC1 | 5 | 0.21 | 0.9 | 13 | -10 | nt | -40 | 1.1 | 6
CC(=O)c1c(C)[nH]c(C(=O)OCC(=O)Nc2cc(C)on2)c1C | nt | -0.32 | 1 | 1 | 8 | 5 | nt | 0.9 | nt
COc1ccccc1S(=O)(=O)Nc1ccc(-c2nnc3n2CCCCC3)cc1 | -4 | 0.057 | 1.2 | -16 | -13 | 7 | -9 | 1.1 | -8
CCCCC(=O)NN(C)c1nc(-c2ccccc2)nnc1C(F)(F)F | -22 | 0.29 | 0.2 | 78* | 47 | 2 | 14 | 0.5 | 4
CC(C)c1nnc(NC(=O)CCC(=O)NCc2ccco2)s1 | 14 | -0.052 | 1.2 | -16 | -6 | 4 | -21 | 1.1 | 2
COc1cccc(C(C(=O)NC2CCCCC2)N(CC2CCCO2)C(=O)CNC(=O)c2ccco2)c1 (stereo unspecified) | 6 | 0.21 | nt | nt | nt | -5 | -1 | nt | -11
Cc1ccc(NC(=O)C2CCCN2S(=O)(=O)c2cccc3cccnc23)cc1F (stereo unspecified) | 2 | 0.74 | 0.8 | 23 | 94* | 9 | -12 | 0.1 | -18
O=C(CSc1nnc(-c2ccccn2)n1Cc1ccccc1)NC1CCCC1 | -6 | 1.2 | 0.6 | 38 | 33 | -9 | -23 | 0.7 | 12
O=C(NCc1ccco1)c1cc(-c2cccnc2)nc2ccccc12 | nt | -1.1 | 0.6 | 39 | 70* | -3 | nt | 0.3 | nt
Nc1c(C(=O)NC2CC2)c2nc3ccccc3nc2n1-c1ccc2c(c1)OCO2 | -20 | 0.014 | 1 | 4 | 4 | 5 | 8 | 1 | -58
CCOc1ccccc1-n1nnnc1SCC(=O)NC(=O)Nc1ccc2c(c1)OCCO2 | 9 | 0.44 | 1.1 | -7 | -4 | 1 | -7 | 1 | -4
O=C(CCCN1C(=O)CCC1=O)Nc1ccc2c(c1)OCO2 | 4 | -0.067 | 0.8 | 16 | 5 | 0 | -29 | 0.9 | 7
CCOc1cccc2c1OC1(C)CC2NC(=O)N1c1ccc(OC)cc1 (stereo unspecified) | -9 | 0.73 | 1 | 4 | 9 | nt | 5 | 0.9 | -34
CCCn1c(C(O)c2ccc3c(c2)OCO3)nc2ccccc21 (stereo unspecified) | -32 | -0.78 | 0 | 98* | 60* | 8 | -55 | 0.4 | -12
O=C(NC(=S)NCCN1CCOCC1)c1ccccc1Cl | 4 | -0.3 | 0.5 | 54* | -8 | nt | -7 | 1.1 | 4
COc1ccccc1-c1nnc(N(C)C(=O)C2CCCO2)s1 (stereo unspecified) | 3 | -0.013 | 0.7 | 31 | -19 | -2 | -9 | 1.2 | 4
CC1CCN(CCCNC(=O)c2cc3c(=O)n(C)c4ccccc4c3n2C)CC1 | 35 | 2 | 1 | 0 | -7 | 8 | -5 | 1.1 | -13
CCCC(C)C(=O)Nc1nc(C)c(-c2csc(Nc3ccccc3OC)n2)s1 (stereo unspecified) | -11 | 0.4 | 0.8 | 23 | 74* | nt | 4 | 0.3 | 5

Complete entries as entered above. Screens in order: VCAM1 TNFa inh | DAT uptake mod | CYP2C19 activ | CYP2C19 inh | CYP2C9 inh | Candida biofilm | TNFa cytotox | CYP2C9 activ | HUVEC tox IL1B
CC(C)c1nnc(NC(=O)CCC(=O)NCc2ccco2)s1 across the screens: 14 | -0.052 | 1.2 | -16 | -6 | 4 | -21 | 1.1 | 2
CCCC(C)C(=O)Nc1nc(C)c(-c2csc(Nc3ccccc3OC)n2)s1 (stereo unspecified) across the screens: -11 | 0.4 | 0.8 | 23 | 74* | nt | 4 | 0.3 | 5
CC(C(=O)NCc1ccccc1)N(CCN1CCOCC1)C(=O)c1snc(C(N)=O)c1N (stereo unspecified) across the screens: 3 | nt | 0.9 | 8 | -11 | 4 | -10 | 1.1 | -11
CCOC(=O)CSc1nc(C(C)C)nc2ccccc12 across the screens: -1 | 0.28 | 0.7 | 28 | 25 | -2 | -6 | 0.8 | 4

Rows are unselected. Share with any hit: about 29%.
